PGC1a acetyl inh = modulators of PGC1a acetylation; U2OS PGC1a acetylation, AlphaScreen anti-acetyl-lysine; with virally co-expressed GCN5 acetyltransferase; inhibition, % at 15.6 µM; 350,000 tested, 0.17% active; AID 651687;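 active = every replicate shows inhibition of at least 40%; inconclusive = mean inhibition at least 40% but some replicate below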;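 note: 0% = neutral control wells and 100% = positive control wells; some results beyond the cut were filed as inactive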
PglD DTNB = blocks C. jejuni PglD acetyltransferase activity; AID 602405; purified PglD enzyme, DTNB colorimetric CoA detection; inhibition, % at 12.5 µM; 360,000 tested, 0.098% active; in the data active = inhibition above about 16%, passing the limit was not always enough; inconclusive = no clear call, values can overlap the other calls; note: strong numbers were not always called active
PAX8 reporter = PAX8 transcriptional activity inhibition. AID 652154. RMG-I TPO-luciferase reporter, SteadyGlo, 24 h. 360,000 tested, 1.2% active. inhibition, % at 12.6 µM;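 active = mean replicate inhibition at least 60% with every replicate also reaching 60%; inconclusive = only one of the two criteria is met; inactive = mean below 60% and not all replicates reaching 60%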;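 note: luciferase light reporting Pax8 driven TPO promoter activity; plate controls were median of neutral control wells for no effect and mitoxantrone controls for full effect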
ERAP1 HTS inh = blocks human ERAP1 aminopeptidase activity | AID 652197 | Q9NZ08 | inhibition, % at 10.7 µM | recombinant ERAP1, Leu-AMC fluorescence, 60 min | 340,000 tested, 0.15% active;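 active = mean replicate inhibition of at least 30%, or all replicates individually reaching that 30% level; inactive = mean below 30% and not every replicate reaching it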;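 note: 0% = neutral control wells and 100% = L-leucinethiol positive control wells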
Target sequence (Q9NZ08 whole entry, looked up): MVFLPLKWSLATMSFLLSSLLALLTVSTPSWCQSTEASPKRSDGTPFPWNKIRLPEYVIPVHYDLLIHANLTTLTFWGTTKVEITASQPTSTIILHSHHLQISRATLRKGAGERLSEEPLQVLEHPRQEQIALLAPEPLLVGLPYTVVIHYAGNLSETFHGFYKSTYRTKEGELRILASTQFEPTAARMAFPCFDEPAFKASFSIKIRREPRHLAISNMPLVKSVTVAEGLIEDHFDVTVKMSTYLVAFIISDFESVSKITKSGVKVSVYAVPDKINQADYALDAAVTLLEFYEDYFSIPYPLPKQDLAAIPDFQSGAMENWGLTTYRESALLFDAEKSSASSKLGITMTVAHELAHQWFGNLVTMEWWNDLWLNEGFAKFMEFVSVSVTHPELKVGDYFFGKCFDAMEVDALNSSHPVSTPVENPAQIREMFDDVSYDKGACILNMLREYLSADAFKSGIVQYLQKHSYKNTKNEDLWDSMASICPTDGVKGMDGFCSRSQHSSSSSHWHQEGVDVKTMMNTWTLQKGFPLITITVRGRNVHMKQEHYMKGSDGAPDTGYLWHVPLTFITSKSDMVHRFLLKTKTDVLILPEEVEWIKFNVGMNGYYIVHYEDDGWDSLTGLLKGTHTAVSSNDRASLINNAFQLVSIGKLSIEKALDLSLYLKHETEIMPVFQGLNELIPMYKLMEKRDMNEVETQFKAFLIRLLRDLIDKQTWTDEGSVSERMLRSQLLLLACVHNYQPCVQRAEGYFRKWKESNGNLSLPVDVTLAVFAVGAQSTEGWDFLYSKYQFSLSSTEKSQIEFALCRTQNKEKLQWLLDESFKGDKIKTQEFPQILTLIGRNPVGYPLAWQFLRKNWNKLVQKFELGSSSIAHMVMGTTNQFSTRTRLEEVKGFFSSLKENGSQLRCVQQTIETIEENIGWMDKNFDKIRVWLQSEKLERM
EWS-Fli block = EWS/Fli transcriptional activity inhibition; 350,000 tested, 0.67% active; A673 NR0B1-luciferase reporter, viability-normalised; inhibition, % at 12.6 µM; AID 651661;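 active = mean inhibition of at least 50% after viability correction, with every replicate also passing that limit; inconclusive = mean reaches 50% but only one of two replicates passes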;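 note: firefly luciferase signal divided by Alamar Blue viability fluorescence both relative to DMSO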
FN deposition inh = fibronectin deposition inhibition; AH1F fibroblasts, Alexa488-fibronectin deposition fluorescence, overnight; inhibition, % at 12.6 µM; 350,000 tested, 0.086% active;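 active = mean inhibition across replicates of 30% or more, regardless of how many single replicates reach that level; inconclusive = mean under 30% yet at least half of replicates reach 30%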;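 note: positive control wells lacked labelled fibronectin entirely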
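test system = AH1F fibroblasts assembling fluorescent fibronectin matrix | quantity = 10000 AH1F cells per well | buffer or medium = DMEM plus 2% serum, read in PBS | doses = single dose, pinned | incubation = 1 h cell attachment, overnight exposure to compound and label | detection = fluorescence at 485 nm excitation, 525 nm emission | read-out basis = inhibition from reduced deposited-fibronectin fluorescence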
LGR2 inh = Drosophila LGR2 receptor signaling inhibition; AID 720647; HEK293 LGR2, CRE-luciferase, bursicon-stimulated, 4 h; 380,000 tested, 0.35% active; inhibition, % at 9.99 µM;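 active = drop in luminescence signal, shown as inhibition above about 50% in the replicate tests, limit read from the data, passing the limit was not always enough; inconclusive = probably only some replicates passing the limit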;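 note: agonist challenge used bursicon conditioned medium at about half maximal strength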
S100A4 inh HTS = inhibitors of human S100A4 binding to myosin IIA peptide; S100A4/TAMRA-MyoIIA peptide fluorescence polarization; inhibition, % at 10.7 µM; AID 652163; P26447; 360,000 tested, 0.14% active;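 active = mean inhibition of at least 70% across replicates, with every replicate also reaching that level; inconclusive = mean inhibition reaches 70% but some replicates fall short; inactive = mean inhibition below 70%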
Target sequence (P26447 whole entry, looked up): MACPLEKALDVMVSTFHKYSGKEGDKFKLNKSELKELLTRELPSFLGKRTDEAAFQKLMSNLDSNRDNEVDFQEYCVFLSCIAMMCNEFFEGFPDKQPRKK
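Material: S100A4 monomer (human). Medium: Calcium-containing HEPES buffer, pH 7.2. Probe or stimulus: labelled myosin peptide probe, 5 nM. Compound dosing: one concentration per compound. Timing: polarization read 5 min after assay mix addition, stable 5–60 min. Benchmarks: DMSO as neutral control, TFP as positive control.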
An asterisk follows results filed as active; u = inconclusive; x = no result given; & = joins results of further samples.

SMILES	PGC1a acetyl inh	PglD DTNB	PAX8 reporter	ERAP1 HTS inh	EWS-Fli block	FN deposition inh	LGR2 inh	S100A4 inh HTS
CC(=O)N1CCC(=NNS(=O)(=O)c2ccc(C)c([N+](=O)[O-])c2)CC1	x	4	x	0	x	x	5	1
CCOc1ccc(S(=O)(=O)N(CC(=O)NCc2cccnc2)c2ccc(C)cc2)cc1	-8	-11	9	-3	9	1	-8	1
O=C(Nc1nnc(-c2ccccc2)s1)c1ccc(F)cc1	-6	-4	-95	-9	-95	1	-25	-26
CCOC1=C2[C@H](c3ccc(CC)cc3)N(S(=O)(=O)c3ccc(C)cc3)C[C@H]2n2c(=O)n(-c3ccccc3)c(=O)n2C1	-13	2	-24	1	-1	3	-9	6
CCC(=O)N1CCC2(CC1)CN(C(=O)Cc1ccccc1)[C@H](CO)c1c2c2ccc(OC)cc2n1C	x	x	6	-2	6	x	8	14
Cc1nn(CC(=O)Nc2ccc(C(=O)N(C)C)cc2)c(=O)c2ccccc12	3	6	10	x	x	9	x	x
CNS(=O)(=O)c1ccc(NC(=O)c2cncc(Br)c2)cc1	-7	0	0	-1	6	-20	4	-1
C[C@H]1CCCCO[C@H](CN(C)C(=O)Nc2ccc(C(F)(F)F)cc2)[C@@H](C)CN([C@@H](C)CO)C(=O)c2cc(NC(=O)Nc3ccc4c(c3)OCO4)ccc2O1	2	4	35	-2	-1	-3	16	-6
Cc1cnc(CN(C)C(=O)C2CCC(=O)N(CCc3ccc(Cl)cc3)C2)[nH]1 (centres undefined)	-14	-1	4	0	1	0	-8	-3
CCCC(=O)N1CCC1(C)C(=O)Nc1cc(C)ccc1C (centres undefined)	0	-3	11	7	-8	x	-4	1
CCOc1ccccc1Nc1nc(N)nc(Cl)c1CC	-8	0	x	0	8	-9	12	-5
COc1ccccc1-c1ccccc1[C@@H]1[C@@H](C#N)N(C(=O)C2CC2)[C@H]1CO	7	x	2	0	0	-13	6	5
O=C(C[C@H]1CC[C@@H]2[C@H](COC[C@@H](O)CN2Cc2cccc(C(F)(F)F)c2)O1)NCc1ccccc1	-9	3	-14	-4	0	-19	-5	59
O=C(NC(=S)NCc1ccco1)c1ccc(Br)cc1	x	4	-44	2	x	x	-26	-2
O=C(OCc1ccc(C(=O)c2ccccc2)cc1)c1cccc(-c2nnc(-c3ccccc3)o2)c1	-10	1	x	1	43	x	-32	1
Cc1cc(C)c(NC(=O)/C(=C/c2ccccc2)c2ccccc2)c(C)c1	x	x	-15	-3	10	11	x	5
CC1(C(=O)NS(=O)(=O)c2ccc(F)cc2F)CCN1C(=O)Cc1ccccc1 (centres undefined)	-4	0	-6	-6	5	3	-2	-1
COc1ccc(OC)c(S(=O)(=O)Nc2ccccc2O)c1	-11	x	-3	-2	0	-10	-10	-3
Cc1ccc(S(=O)(=O)N(C)C[C@H]2OCCCC[C@@H](C)Oc3ccc(NC(=O)Nc4c(C)noc4C)cc3C(=O)N([C@H](C)CO)C[C@@H]2C)cc1	-19	0	4	7	-11	-8	4	6
COc1ccc(CCc2ccnc3ccccc23)cc1	x	x	11	-7	-3	-9	-8	1
CCc1ccc2ncc(S(=O)(=O)c3ccc(C)c(C)c3)c(N3CCCC3)c2c1	-23	-5	19	x	x	-3	u	x
Nc1ncnc2c1ncn2[C@@H]1O[C@H](CNC(=O)[C@H](N)Cc2cccnc2)[C@@H](O)[C@H]1O	21	2	-12	-3	10	-1	-13	1
COc1cc(C(=O)Nc2ccc(S(=O)(=O)Nc3nccc(C)n3)cc2)c([N+](=O)[O-])cc1OC	-4	-1	-5	x	1	7	6	-2
C[C@H]1CN([C@@H](C)CO)S(=O)(=O)c2ccc(C#CC(C)(C)O)cc2O[C@@H]1CN(C)C(=O)CN(C)C	2	-1	x	2	-6	7	-7	-20
COc1ccc(S(=O)(=O)N2CCCCC2)cc1NS(=O)(=O)c1ccccc1F	x	3	4	1	-11	-3	-18	-9
CCCCCN(C(=O)CCC(=O)OCC(=O)c1ccc(F)c(F)c1)c1c(N)n(CCCC)c(=O)[nH]c1=O	-3	-3	-9	-6	2	-8	-8	0
COc1ccc(Cl)cc1S(=O)(=O)N1CCC(C(=O)NCc2ccco2)CC1	3	0	-3	-4	x	4	-10	-8
C[C@H](CO)N1C[C@H](C)[C@H](CN(C)Cc2ccccc2)Oc2cc(C3=CCCC3)ccc2S1(=O)=O	-23	-1	x	2	7	x	10	6
Cn1cnc(S(=O)(=O)Nc2cc(-c3ccc(Cl)cc3)nn2C)c1	9	0	8	2	6	-4	16	17
COc1ccc(NC(=O)Nc2ccc3c(c2)C(=O)N([C@@H](C)CO)C[C@@H](C)[C@H](CN(C)Cc2ccc4c(c2)OCO4)O3)cc1	-3	-2	-2	9	6	-4	-34	37

Molecules above that contain a CF3 group:
SMILES	PGC1a acetyl inh	PglD DTNB	PAX8 reporter	ERAP1 HTS inh	EWS-Fli block	FN deposition inh	LGR2 inh	S100A4 inh HTS
C[C@H]1CCCCO[C@H](CN(C)C(=O)Nc2ccc(C(F)(F)F)cc2)[C@@H](C)CN([C@@H](C)CO)C(=O)c2cc(NC(=O)Nc3ccc4c(c3)OCO4)ccc2O1	2	4	35	-2	-1	-3	16	-6
O=C(C[C@H]1CC[C@@H]2[C@H](COC[C@@H](O)CN2Cc2cccc(C(F)(F)F)c2)O1)NCc1ccccc1	-9	3	-14	-4	0	-19	-5	59

Further records.
SMILES	PGC1a acetyl inh	PglD DTNB	PAX8 reporter	ERAP1 HTS inh	EWS-Fli block	FN deposition inh	LGR2 inh	S100A4 inh HTS
CC(C)C1C(=O)N(Cc2cn(CCC3OCCO3)nn2)CCS(=O)(=O)N1Cc1ccc(-c2ccc(F)cc2)cc1 (centres undefined)	14	x	0	-2	-1	-8	16	12
CCN(CC)C(=O)c1ccc2nc([C@@H]3O[C@H](CO)[C@H](O)[C@H](O)[C@H]3O)[nH]c2c1	25	5	4	-3	-1	5	2	-1
O=C(Nc1cc2c3c(c1)CC(=O)N3CCC2)c1ccc(F)cc1	x	1	-38	2	-17	-4	-4	6
CN(C(=O)c1ccc(NC(=O)C2CCN(C(=O)OC(C)(C)C)CC2)cc1)C1CC1	2	-2	-9	x	5	11	4	2
CC(C)NC(=O)Nc1ccc2c(c1)C(=O)N([C@@H](C)CO)C[C@@H](C)[C@H](CN(C)C(=O)Nc1cccc3ccccc13)OCCCC[C@H](C)O2	-34	1	5	0	1	x	-8	-8
CC(=O)N1c2ccccc2Sc2ccc3ccccc3c21	0	0	-7	0	-7	-5	7	-2
O=C(Nc1ccc(N2CCCC2)c(Cl)c1)c1ccc([N+](=O)[O-])o1	17	x	47	1	-3	-6	-38	-10
CCn1cc(S(=O)(=O)Nc2ncccn2)cn1	x	-2	6	-2	x	x	13	6
CC(C)(C)c1ccc(S(=O)(=O)N2CCN(CC(O)CN3CCOCC3)CC2)cc1 (centres undefined)	-5	-9	13	5	-3	5	1	-6
Cc1cc(O)c(C(=O)/C=C/c2ccc(C(C)C)cc2)c(=O)o1	x	6	-57	-1	-72	-7	x	-9
Cc1cccc(C)c1NCC(=O)N1CCN(Cc2ccccc2)CC1	9	-25	-15	-2	-3	-10	3	0
Cc1cnc(C(=O)OCC(=O)c2ccc(Cl)cc2)cn1	x	-2	-14	1	1	3	8	-3
O=C(Cc1ccccc1F)Nc1cc(S(=O)(=O)N2CCOCC2)ccc1N1CCCC1	16	1	-139	2	10	-18	5	6
CN(C)C(=O)C[C@@H]1CC[C@@H]2[C@H](COc3ccc(NC(=O)C4CCCC4)cc3C(=O)N2C)O1	0	x	x	-4	-13	-5	0	15
CC(C)CC(N=Cc1c(O)c2ccccc2oc1=O)C(=O)O (centres undefined)	0	x	21	6	8	-5	23	3
COC(=O)Cn1ccc2cc(S(=O)(=O)N3CCCCCC3)ccc21	5	2	-1	2	4	-12	6	-5
CCCCCCn1cc(C(=O)O)c(=O)c2cc(F)c(N3CCN(C(=O)OCC)CC3)cc21	9	-1	3	5	15	3	8	-4
CCN1[C@H](C(=O)OC)[C@@H](CO)[C@@H]2Cn3c(ccc(-c4cccc(C(=O)N(C)C)c4)c3=O)[C@@H]21	x	0	x	1	-5	x	0	32
CC(C(=O)NC1CCCCC1)N(Cc1ccc(F)cc1)C(=O)c1snc(C(N)=O)c1N (centres undefined)	-9	-3	17	1	-7	-2	-8	1
Clc1cccc(CN2CCc3c([nH]c4ccccc34)C2)c1Cl	x	x	5	-3	9	-4	2	-2
FC(F)Oc1ccc(-c2csc(=Nc3cccnc3)n2CC2CCCO2)cc1 (centres undefined)	0	-8	-8	-2	-10	-1	17	3
CCC(=O)N1CCN(c2nc3ccc(Br)cc3s2)CC1	-2	-3	-146	1	-83	3	-25	7
O=C1Nc2ccccc2Cc2ccccc21	x	0	-23	-2	-14	3	-19	1
COC(=O)C1CN(C(=O)C(C)Oc2ccc(C)c(C)c2)c2ccccc2O1 (centres undefined)	3	-3	-1	-6	0	-2	-4	1
CCCCSCCCNC(=O)Nc1ccc(CC)cc1	4	x	7	0	-7	-18	13	-2
COc1ccc(-c2nn(-c3ccccc3)cc2C(=O)N/N=C/c2ccc([N+](=O)[O-])o2)cc1	2	x	4	-1	0	8	-6	8
COc1ccc(N2CCN(C(c3cccs3)C(C)NS(C)(=O)=O)CC2)cc1 (centres undefined)	x	x	0	1	-3	-5	2	-1
CC(=O)Nc1ccc(-c2csc(NC(=O)C3CSC4(C)CCC(=O)N34)n2)cc1 (centres undefined)	4	2	7	1	-1	3	-15	0
Cc1noc(C)c1NC(=O)N(C)C[C@H]1Oc2ccc(NC(=O)Cn3cnnn3)cc2C(=O)N([C@@H](C)CO)C[C@@H]1C	3	3	x	2	5	x	8	-45
O=C(N[C@@H]1CC[C@@H](CCn2cc(C3(O)CCCC3)nn2)O[C@H]1CO)C1CCC1	-10	4	-6	5	4	x	2	1
CCCCCN(C(=O)CCC(=O)OC(C)C(=O)NCc1ccccc1)c1c(N)n(CCCC)c(=O)[nH]c1=O (centres undefined)	1	x	3	-2	0	-2	6	-1
c1ccc(CCc2nc(-c3ccc(-n4cccc4)cc3)no2)cc1	8	0	-41	6	-19	6	-38	1
O=C(Nc1cc(-c2nc3ncccc3o2)ccc1Cl)c1ccco1	x	-4	5	-5	-6	-10	0	-8
Cc1c(C)c2ccc(OCC(=O)N[C@@H](Cc3ccccc3)C(=O)O)cc2oc1=O	8	-2	x	-3	1	x	-10	-5
COc1ccc(NC(=O)N(C)C[C@H]2Oc3ncc(-c4cccnc4)cc3C(=O)N([C@H](C)CO)C[C@H]2C)cc1	-2	1	-10	1	-14	x	6	5
CCS(=O)(=O)CCn1c([N+](=O)[O-])cnc1C	-7	-4	-18	0	-8	6&-4	-14	4&2
CCCC(=O)Nc1ccc2c(c1)C(=O)N(C)[C@@H]1CC[C@@H](CC(=O)NCC3CC3)O[C@H]1CO2	-4	5	3	1	-5	-34	5	10
COCC(=O)N(C)C[C@@H]1Oc2cc(-c3cccnc3)ccc2S(=O)(=O)N([C@H](C)CO)C[C@@H]1C	15	5	x	-2	-1	-5	-1	-1
O=C(/C=C/c1cccc([N+](=O)[O-])c1)N1CCN(C(=O)c2ccco2)CC1	8	-3	6	x	x	0	18	x

Compound activity deposited in PubChem by Broad Institute.
